GSH bead fluor: compound fluorescence on glutathione beads, profiling panel, artefact control, biophysical, 488/530 nm, flow cytometry; GSH beads flow cytometry, compound fluorescence 488/530 nm; active compounds read high; fluorescence (KMESF) at 10 µM; hit rate 0.25% among 190,000; AID 1776, 2009; in the data active = fluorescence above about 89;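 also: glutathione beads carrying GST-tagged Bcl family fusion proteins plus one bare bead set; values are compound well signal with DMSO vehicle wells as background; inactives centre near 16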
Bim-Bcl-B: inhibitors of Bim-Bcl-B binding, primary screen, biochemical, multiplexed, human Bcl-2 family; Bcl-2-like protein 10 (Homo sapiens), Q9HD36; bead-based flow cytometry, Bim peptide-Bcl-B binding; inhibition, % at 10 µM; hit rate 0.073% among 190,000;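 also: 0% = tracer peptide without compound and 100% = reference inhibitor peptide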
ABCG2 block: ABCG2 efflux pump inhibitors, primary screen, multiplex with ABCB1, IgMXP3 cells, flow cytometry; AID 1325, 2008; JC-1 efflux; hit rate 0.1% among 190,000; inhibition, % at 6.6 µM; Broad substrate specificity ATP-binding cassette transporter ABCG2 (Homo sapiens), Q9UNQ0;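 active = inhibition above 80%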;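 also: 0% = DMSO and 100% = nicardipine control wells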
Target sequence (Q9UNQ0 whole entry, looked up): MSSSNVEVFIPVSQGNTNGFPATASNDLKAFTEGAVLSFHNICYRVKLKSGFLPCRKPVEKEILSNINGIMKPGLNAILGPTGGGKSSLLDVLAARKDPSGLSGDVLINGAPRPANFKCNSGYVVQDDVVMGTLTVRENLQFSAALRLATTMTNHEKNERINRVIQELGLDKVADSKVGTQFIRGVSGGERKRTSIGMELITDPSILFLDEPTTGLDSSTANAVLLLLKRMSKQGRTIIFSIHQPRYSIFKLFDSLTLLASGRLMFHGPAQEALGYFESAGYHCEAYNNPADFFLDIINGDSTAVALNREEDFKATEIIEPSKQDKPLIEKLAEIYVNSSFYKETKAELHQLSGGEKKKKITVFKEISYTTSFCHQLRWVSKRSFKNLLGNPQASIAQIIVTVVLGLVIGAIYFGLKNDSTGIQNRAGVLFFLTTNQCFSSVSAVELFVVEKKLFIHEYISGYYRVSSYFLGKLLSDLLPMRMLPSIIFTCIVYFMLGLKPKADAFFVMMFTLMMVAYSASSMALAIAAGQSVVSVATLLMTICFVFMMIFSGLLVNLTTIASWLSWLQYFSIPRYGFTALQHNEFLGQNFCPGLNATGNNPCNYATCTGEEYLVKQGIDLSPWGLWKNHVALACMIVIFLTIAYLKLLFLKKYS
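Test system: IgMXP3 cells (ABCG2) mixed with DDAO far-red-labelled CCRF-Adr cells (ABCB1). Reagent: JC-1 transporter substrate. Compound dosing: single test compound dose, 6.6 µM final. Times: 10 min compound exposure, 25 °C. Detection: flow cytometry of retained JC-1 fluorescence. Read-out basis: efflux inhibition in percent versus controls. Controls: nicardipine and DMSO wells.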
Bim-Bcl-W: inhibitors of Bim binding to Bcl-W, primary screen, biochemical, multiplexed, bead-based flow cytometry; Bcl-2-like protein 2 (Homo sapiens), Q92843; Bim peptide-Bcl-W binding; inhibition, % at 10 µM; hit rate 0.02% among 190,000;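 also: 0% = bound tracer without compound and 100% = peptide blocker; higher means less fluorescent Bim peptide bound to Bcl-W beads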
Target sequence (Q92843 whole entry, looked up): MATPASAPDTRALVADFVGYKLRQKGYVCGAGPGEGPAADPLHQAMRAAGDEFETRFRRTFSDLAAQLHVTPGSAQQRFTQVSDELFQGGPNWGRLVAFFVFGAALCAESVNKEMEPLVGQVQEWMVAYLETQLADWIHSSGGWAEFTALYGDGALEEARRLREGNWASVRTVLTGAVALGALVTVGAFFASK
Bcl-2 Bim block: inhibitors of Bim-Bcl-2 binding, primary screen, biochemical, multiplexed, human Bcl-2 family; Apoptosis regulator Bcl-2 (Homo sapiens), P10415; Bead-based flow cytometry, Bim peptide-Bcl-2 binding; inhibition, % at 10 µM; hit rate 0.06% among 190,000; AID 950, 2007; in the data active = inhibition above about 40%; inconclusive = no clear call, values can overlap the other calls;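 also: 0% = no compound wells with probe peptide and 100% = reference peptide inhibitor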
Target sequence (P10415 whole entry, looked up): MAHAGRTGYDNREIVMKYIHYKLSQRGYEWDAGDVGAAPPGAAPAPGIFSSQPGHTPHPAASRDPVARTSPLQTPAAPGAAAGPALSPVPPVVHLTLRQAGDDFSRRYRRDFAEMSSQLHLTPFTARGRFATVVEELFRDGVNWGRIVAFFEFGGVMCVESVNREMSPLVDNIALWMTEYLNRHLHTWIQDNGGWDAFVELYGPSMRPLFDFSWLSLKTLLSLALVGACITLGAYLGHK
ABCB1 block: ABCB1 efflux pump inhibitors, primary screen, cell-based, multiplex, flow cytometry, ABCG2 counter-screen | hit rate 0.067% among 190,000 | inhibition, % at 6.6 µM | CCRF-Adr cells, JC-1 efflux | AID 1326, 2008 | ATP-dependent translocase ABCB1 (Homo sapiens), P08183; in the data active = inhibition above about 40%;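 also: 0% = vehicle and 100% = reference inhibitor; higher value means more JC-1 retained so stronger ABCB1 efflux block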
RGS7-Gao reg: RGS7-Galphao binding modulators, primary screen, biochemical, multiplexed bead flow cytometry; actives lie on both sides; Guanine nucleotide-binding protein G(o) subunit alpha (Homo sapiens), P09471; AID 1439, 2008; binding response (% of control), % at 10 µM; hit rate 0.35% among 220,000; in the data active = binding response below about 49% or above about 150%; inconclusive = no clear call, values can overlap the other calls; inactive = in between;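 also: fluorescent Galphao held in activated GDP-AlF4 state binding bead-coupled RGS7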
RGS8-Gao: RGS8-Galphao binding modulators, primary screen, biochemical, multiplexed bead flow cytometry; hit rate 0.34% among 220,000; actives lie on both sides; response (percent of control binding), % at 10 µM; Guanine nucleotide-binding protein G(o) subunit alpha (Homo sapiens), P09471; in the data active = response below about 60% or above about 140%; inactive = in between;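 also: Galphao activated as the GDP aluminium fluoride complex binding bead-coupled RGS8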
Bfl-1 Bim block: inhibitors of Bim binding to Bfl-1, primary screen, biochemical, multiplexed, bead-based flow cytometry. AID 1008, 2008. Bcl-2-related protein A1 (Homo sapiens), Q16548. inhibition, % at 10 µM. hit rate 0.12% among 190,000. Bim-Bfl-1 binding inhibition;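 also: 0% = wells without compound plus tracer and 100% = blocker peptide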
Bim-Bcl-XL: inhibitors of Bim-Bcl-XL binding, primary screen, biochemical, multiplexed, bead flow cytometry, human Bcl-XL; Bim peptide-Bcl-XL binding, fluorescence; inhibition, % at 10 µM; hit rate 0.04% among 190,000
RGS4-Gao reg: modulators of RGS4 binding to Galphao, primary screen, biochemical, multiplexed bead flow cytometry | Guanine nucleotide-binding protein G(o) subunit alpha (Homo sapiens), P09471 | actives lie on both sides | binding response (% of control), % at 10 µM | hit rate 0.33% among 220,000 | AID 1415, 2008; in the data active = binding response below about 49% or above about 150%; inactive = in between;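 also: fluorescent Galphao activated with aluminum fluoride binding bead-coupled RGS4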
* = called active by the depositor; ? = inconclusive; · = no result given. Rule as the data show it, unless noted: active = inhibition above about 40%.

SMILES	GSH bead fluor	Bim-Bcl-B	ABCG2 block	Bim-Bcl-W	Bcl-2 Bim block	ABCB1 block	RGS7-Gao reg	RGS8-Gao	Bfl-1 Bim block	Bim-Bcl-XL	RGS4-Gao reg
Cc1cc(NC(=O)CN2CCN(Cc3ccccc3)CC2)nc2c1c(=O)oc1ccccc12	18	1	0	-1	0	3.6	117	116	2	5	119
O=S(=O)(/C=C/c1ccccc1)Nc1cccc(S(=O)(=O)NC2=NCCC2)c1	14	-1	3	-1	4	1.2	101	100	-6	0	103
O=C(Nc1ccc2c(c1)C(=O)NC2=O)c1ccc(S(=O)(=O)N2CCCC2)cc1	8	0	14	1	0	0.9	104	106	-3	0	109
CC1=C(C)/C(=N\OC(=O)/C=C/c2ccccc2)C=CC1=O	20	-2	1	-4	-1	0.2	101	103	0	-1	94
Cc1cccc2cc(CN(Cc3cccnc3)C(=O)c3ccccc3F)c(Cl)nc12	15	-3	4	0	-6	2.0	102	102	-2	-5	101
CCCCCCCNC(=O)c1ccc(N2CCC3(CC2)OCCO3)c([N+](=O)[O-])c1	10	-3	15	-1	-7	·	102	107	-5	-1	106
CCOc1cc(CNC(C)C)c(Cl)cc1OCC(=O)NCCc1ccccc1	11	0	1	0	0	0.4	105	105	-3	-3	104
Cc1n[nH]c(C)c1CCNCc1ccc(OCC(O)CN2CCCCC2)cc1 (stereo not drawn)	16	-3	2	0	-2	0.0	98	102	0	-3	103
COc1ccc(Cl)cc1-n1c(C)cc(C=O)c1C	12	84*	0	20	86*	0.2	110	104	62*	29	105
Cc1ccc(C)c(NC(=O)Cn2nnc(-c3ccc(N4CCOCC4)cc3)n2)c1	11	-7	3	-2	0	0.3	103	106	-12	-5	103
CC(C)C(=O)N1CCN(c2ccc(NC(=O)c3ccc(Br)o3)cc2)CC1	16	-1	2	0	-2	0.3	98	101	-1	2	102
CCN(CC)CCOC(=O)c1ccc(NC(=O)COc2cc(=O)n(CC)c3ccccc23)cc1	27	-8	-1	0	-13	-0.5	100	94	-15	-6	95
O=C(CCCSc1nc2ccccc2s1)NCc1ccc2c(c1)OCO2	8	-4	19	-2	0	-0.9	97	100	2	-1	98
Cc1c(C(=O)N2CCOCC2)oc2ccc(S(=O)(=O)N3CCCCCC3)cc12	29	-10	10	-3	-4	1.0	99	100	-15	-6	100
O=C(C(c1ccccc1)N1CCOCC1)N1CCOCC1 (stereo not drawn)	10	-1	3	-2	0	0.5	96	99	0	-1	100
CC1(C)Oc2ccc(C(=O)NC3CCCC3)cc2N(CC(=O)NC2CCCCC2)C1=O	17	-1	2	1	1	0.8	99	100	0	1	98
COC(=O)c1ccc(C2C(Oc3ccc(OC)cc3)C(=O)N2CCc2ccc(F)cc2)cc1 (stereo not drawn)	15	0	0	-2	-2	0.2	98	99	0	-2	103
CCOC(=O)C(NC(=O)CC(C)C)(Nc1sc(C)c(CC)c1C#N)C(F)(F)F (stereo not drawn)	13	-6	-3	-4	-3	0.1	99	92	-10	-5	99
O=C(Oc1ccccc1Cl)c1ccc(N2CCOCC2)c([N+](=O)[O-])c1	10	-2	12	0	0	4.0	101	101	2	3	103
COc1cc(/C=N/NC(N)=O)ccc1OCC(=O)Nc1ccc(C)c(C)c1	8	-5	4	-2	-3	0.1	101	100	-2	-8	102
COc1c(Cl)cc(C(=O)Nc2ccccc2-c2ccccc2)cc1Cl	22	1	3	0	0	-2.0	104	88	1	-1	112
O=C(O)c1cn(-c2ccc(F)cc2)c(=O)c2ccccc12	25	-3	1	-1	-2	0.2	106	103	-4	-3	106
CCc1ccc(C2CC(c3cccc(Cl)c3)n3nc(N)nc3N2)cc1 (stereo not drawn)	23	-4	2	2	-4	0.4	98	97	-8	-5	94
Cc1ccc(NC(=O)CSc2nc3[nH]ncc3c(=O)[nH]2)cc1	20	-5	8	-1	-1	0.7	97	101	-4	-3	104

As a short view, some entries already given.
SMILES	GSH bead fluor	Bim-Bcl-B	ABCG2 block	Bim-Bcl-W	Bcl-2 Bim block	ABCB1 block	RGS7-Gao reg	RGS8-Gao	Bfl-1 Bim block	Bim-Bcl-XL	RGS4-Gao reg
CCc1ccc(C2CC(c3cccc(Cl)c3)n3nc(N)nc3N2)cc1 (stereo not drawn)	23	-4	2	2	-4	0.4	98	97	-8	-5	94
Cc1ccc(NC(=O)CSc2nc3[nH]ncc3c(=O)[nH]2)cc1	20	-5	8	-1	-1	0.7	97	101	-4	-3	104

Next section.
SMILES	GSH bead fluor	Bim-Bcl-B	ABCG2 block	Bim-Bcl-W	Bcl-2 Bim block	ABCB1 block	RGS7-Gao reg	RGS8-Gao	Bfl-1 Bim block	Bim-Bcl-XL	RGS4-Gao reg
CN1C(=O)CC(N2CCN(c3ccc(Cl)c(Cl)c3)CC2)C1=O (stereo not drawn)	5	-4	3	0	-5	0.4	102	102	-11	-2	108
Cc1ccc2c(COn3nnc4ccc(S(=O)(=O)N(C)C)cc43)cc(=O)oc2c1C	62	-4	-4	3	-6	-1.2	103	109	-13	15	107
O=C(NNC(=S)NC(=O)C12CC3CC(CC(C3)C1)C2)c1ccncc1	38	-6	8	-2	-6	0.4	97	103	-12	0	103
Oc1cc2ccccc2cc1-c1n[nH]c(=S)n1Cc1ccco1	21	-22	-5	2	0	-2.6	97	101	7	-2	105
COc1ccc(OC)c(S(=O)(=O)NC2CCCCC2)c1	5	0	1	0	1	0.3	93	88	6	-3	90
Nc1ncc(Br)cc1S(=O)(=O)NCCC(=O)Nc1cccc(Cl)c1	25	-4	6	-3	-5	0.8	99	102	-3	0	100
COc1ccc(N2CCN(C(=O)c3cccn4c(=O)c5ccccc5nc34)CC2)cc1	17	3	7	1	3	0.3	101	102	0	0	101
Cc1sc(NC(=O)c2ccco2)c(CN2CCN(c3ccccc3)CC2)c1C	40	1	22	8	2	3.8	96	101	-1	11	102
O=C(CNC(=O)c1ccco1)N/N=C/c1ccccc1[N+](=O)[O-]	24	-4	11	-1	-1	0.4	103	101	-2	0	106
COc1cccc(C(c2nnnn2Cc2ccc(F)cc2)N2CCC(C(N)=O)CC2)c1OC (stereo not drawn)	50	-11	5	0	-11	1.3	94	93	-10	-17	91
CCOC(=O)c1ccc(CNC(=O)C2CCCCC2C(=O)OCC(F)(F)F)o1 (stereo not drawn)	14	2	2	2	0	0.0	98	98	0	3	99
CCOC(=O)c1c(C)[nH]c(C(=O)COC(=O)COc2ccc(OC)cc2)c1C	12	-4	12	-2	0	0.1	100	99	-2	-3	100
COC(=O)Nc1ccc(S(=O)(=O)N2CCN(CCN3C(=O)C4C5C=CC(C5)C4C3=O)CC2)cc1 (stereo not drawn)	4	-4	2	0	-2	0.3	103	99	-10	-2	98
CCOC(=O)c1cc(CNC(=O)c2c(C)oc3c2CCCC3)c(C)o1	6	0	1	1	2	0.0	103	104	2	1	110
COC(=O)c1sc(S(=O)(=O)Nc2ccc(Br)cc2)c(C(=O)OC)c1C	6	-2	-1	2	1	0.3	97	96	0	-1	98
CS(=O)(=O)N1CCC(Oc2ccccc2C(=O)N2CCCCC2CO)CC1 (stereo not drawn)	14	-4	0	0	-1	0.1	101	107	-6	-2	102
CN(C(=O)c1cccc(COc2ccc(Cl)cc2Cl)c1)c1ccccc1	23	-3	3	-1	-7	1.3	97	91	-2	-6	98
COc1ccc(CC(=O)Nc2cccc(-c3nnc(-c4ccccc4)o3)c2)cc1OC	30	-6	1	0	-4	0.5	98	99	-12	-2	100
COc1ccc(C(Nc2ccccn2)c2c(NC(=O)c3ccco3)sc(C)c2C)cc1 (stereo not drawn)	15	-8	2	-6	-4	1.3	102	106	-11	-8	104
O=C(C/C=N\OCc1ccc([N+](=O)[O-])cc1)Nc1ccccc1	14	-3	0	0	-3	-0.1	101	103	-6	0	100
O=[N+]([O-])c1cnn(-c2nc(-c3ccccc3)cc(C(F)(F)F)n2)c1	22	0	3	0	-6	0.3	105	101	-5	-1	99
Cc1cc2nc(-c3cccnc3SCC(=O)NC(C)C)[nH]c2cc1C	15	-7	10	0	-3	1.3	?	100	-6	-1	100
Cc1ccc(Nc2c(-c3ccccc3O)nc3cnccn23)cc1	14	-3	7	-3	0	1.4	106	107	-5	-2	110
C=CCn1c(=O)c(C(=O)NCCc2ccccc2)c(O)c2ccccc21	7	-1	4	-3	0	0.9	94	98	-1	-4	97
CC(C)NC(=S)N/N=C/c1ccccc1[N+](=O)[O-]	7	-8	3	-3	-4	0.1	97	100	-3	-3	99
Cc1ccc(C)c(S(=O)(=O)N2CCN(CC(=O)NC(=O)NCc3ccco3)CC2)c1	11	5	0	-1	2	0.2	99	100	7	1	103
COc1ccc(-c2cc(C(=O)OCC(=O)c3cccc([N+](=O)[O-])c3)c3cc(C)ccc3n2)cc1	16	-13	19	0	-9	0.7	109	102	-8	-2	104
COC(=O)c1ccc(C(=O)OC)c(NC(=O)COc2ccccc2OC)c1	17	-3	3	-3	-2	0.6	99	98	2	-3	102
O=C(CSc1nnnn1-c1ccc2c(c1)OCCO2)Nc1nc2c(s1)CCCC2	17	-3	3	2	-8	0.2	105	104	-12	-1	102
CSC1=NCCN1C(=O)c1ccc(S(=O)(=O)N2CCCC2)cc1	14	-2	1	-3	-1	0.2	104	104	-10	-11	102
CCC(CC)c1nnc(NC(=O)c2cccc(S(=O)(=O)N3CCc4ccccc43)c2)s1	12	5	1	0	8	0.5	98	98	3	0	98
CC(C)(C)c1ccc2c(c1)C(=O)c1ccccc1C2=O	14	-6	9	-4	-8	1.0	102	99	-4	-5	100
O=C(O)C1CC=CCC1C(=O)NCCc1csc(-c2ccccc2)n1 (stereo not drawn)	17	-2	2	-4	-2	0.8	103	100	-2	0	104
CC(OC(=O)Cc1ccc(Cl)cc1)C(=O)NCCC1=CCCCC1 (stereo not drawn)	9	0	3	3	0	0.1	95	106	0	-1	89
CC(=O)Oc1cccc(/C=c2\sc3nc(-c4ccco4)nn3c2=O)c1	24	-8	1	-2	-10	-0.5	101	100	-5	-5	103
CCOC(=O)C1CCN(C(=O)c2cccnc2Cl)CC1	30	-1	-2	0	0	-6.6	96	98	-3	0	94
Cc1ccc(/C=C/c2nnc(-c3ccccc3)o2)cc1	8	1	0	-2	1	0.1	87	91	0	0	78
N/C(=N\OC(=O)Cc1ccccc1)c1ccc(Br)cc1	10	-4	0	-2	0	-0.2	105	107	0	-4	104

Screens deposited in PubChem BioAssay by NMMLSC.
